High-throughput results from PubChem BioAssay.
ssDAF12 agonist: activates DAF-12 receptor from parasite S. stercoralis | actives 1% (n = 370,000) | AID 652126 | HEK293 ssDAF-12/GRIP1 lit1-tk-luc reporter, luminescence; % of 3 µM dafachronic acid response | activation, % at 6.8 µM;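 active = activation above the mean over all tested compounds plus 3 SD, cut at about 0.9% in these data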;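 also: 0% = DMSO-only wells and 100% = 3 µM delta7-dafachronic acid wells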
PLC-beta3 inh: inhibitors of human phospholipase C beta3; Purified PLC-beta3, fluorogenic substrate, fluorescence; inhibition, % at 12.2 µM; actives 0.18% (n = 370,000); AID 720704; in the data active = inhibition above about 11%;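 also: 0% = median of compound wells on plate and 100% = full blocker control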
SMARCA2 activ: activators of SMARCA2 function. MG213 cells, MMTV-luciferase reporter, dexamethasone, overnight. activation, % at 9.1 µM. actives 1% (n = 370,000). AID 652017; in the data active = activation above about 7.8%;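 also: 0% = vehicle wells and 100% = reference activator wells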
PLCg1 inh: PLC-gamma1 (human) inhibition, primary screen. P19174. AID 720700. inhibition, % at 12.2 µM. purified PLC-gamma1, fluorogenic substrate, fluorescence. actives 0.84% (n = 370,000); in the data active = inhibition above about 9.5%
MBD2 inh: inhibitors of human MBD2 binding to methylated oligonucleotide; Q9UBB5; TR-FRET; inhibition, % at 4.4 µM; actives 0.31% (n = 370,000); in the data active = inhibition above about 13%
Target sequence (Q9UBB5 whole entry, looked up): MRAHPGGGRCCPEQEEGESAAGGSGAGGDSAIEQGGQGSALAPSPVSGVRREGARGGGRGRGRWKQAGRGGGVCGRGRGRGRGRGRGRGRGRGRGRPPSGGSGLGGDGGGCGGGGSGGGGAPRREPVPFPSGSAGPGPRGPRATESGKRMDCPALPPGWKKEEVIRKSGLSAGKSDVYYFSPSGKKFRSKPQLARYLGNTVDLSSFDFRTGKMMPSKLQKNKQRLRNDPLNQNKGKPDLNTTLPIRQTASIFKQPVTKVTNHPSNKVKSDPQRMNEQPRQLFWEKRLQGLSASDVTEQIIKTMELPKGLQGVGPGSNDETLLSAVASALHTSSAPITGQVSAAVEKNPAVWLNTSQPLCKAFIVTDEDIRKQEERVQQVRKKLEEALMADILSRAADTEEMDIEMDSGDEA
hcDAF-12 act: activators of H. contortus DAF-12 nuclear receptor. HEK293 hcDAF-12 lit1-tk-luc reporter, luminescence; 0% DMSO, 100% Δ7-dafachronic acid. activation, % at 6.8 µM. actives 1.4% (n = 370,000). AID 652067;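 active = activation above the mean of all tested compounds plus 3 SD, cut at about 5.5% in these data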;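 also: 100% = response to 3 µM Δ7-dafachronic acid high control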
DAX1 inh-1: inhibitors of human orphan nuclear receptor DAX1 (NR0B1) | AID 504766 | P51843 | inhibition, % at 6.75 µM | actives 0.99% (n = 340,000) | HEK293 Gal4-DAX1 luciferase reporter, luminescence;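 active = inhibition above the mean over all tested compounds plus 3 SD, cut at about 4.2% in these data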;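 also: 0% = DAX1-transfected cells with DMSO and 100% = empty-vector control cells with DMSO; inhibition shows as a rise in luminescence from relieved DAX1 repression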
ADAM17 inh: inhibitors of human ADAM17. recombinant ADAM17, EDANS/DABCYL FRET peptide cleavage. P78536. inhibition, % at 6.95 µM. actives 0.83% (n = 370,000). AID 720648;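 active = inhibition above the mean of compounds lying between control limits plus 3 SD, set per campaign, cut at about 8.5% in these data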;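 also: 0% = DMSO-only wells as the low control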
Target sequence (P78536 215-824 limits assumed): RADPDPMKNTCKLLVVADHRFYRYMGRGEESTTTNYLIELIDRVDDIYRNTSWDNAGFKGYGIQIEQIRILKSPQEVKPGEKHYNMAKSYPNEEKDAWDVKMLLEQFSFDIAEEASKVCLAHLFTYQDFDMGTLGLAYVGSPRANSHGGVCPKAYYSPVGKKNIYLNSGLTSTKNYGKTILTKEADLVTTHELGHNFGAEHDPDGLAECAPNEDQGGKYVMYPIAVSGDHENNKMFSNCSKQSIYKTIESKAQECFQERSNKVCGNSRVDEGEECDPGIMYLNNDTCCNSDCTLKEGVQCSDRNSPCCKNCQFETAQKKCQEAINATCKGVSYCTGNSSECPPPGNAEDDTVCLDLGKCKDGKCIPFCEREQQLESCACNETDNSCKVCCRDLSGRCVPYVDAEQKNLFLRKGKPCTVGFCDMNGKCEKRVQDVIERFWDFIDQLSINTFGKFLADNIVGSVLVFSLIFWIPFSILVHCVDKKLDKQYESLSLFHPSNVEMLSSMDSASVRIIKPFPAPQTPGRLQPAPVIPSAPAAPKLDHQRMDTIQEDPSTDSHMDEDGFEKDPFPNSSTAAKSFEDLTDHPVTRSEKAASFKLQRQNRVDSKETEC
DAX1 inh-2: DAX1 (NR0B1) inhibition, primary screen | actives 1.1% (n = 370,000) | HEK293T StAR-luciferase reporter, SF-1/DAX-1 repression relief | AID 652010 | inhibition, % at 6.8 µM;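 active = inhibition above the mean over all tested compounds plus 3 SD, cut at about 3.6% in these data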;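 also: 0% = DAX-1 cells with DMSO and 100% = cells lacking DAX-1 with DMSO; higher inhibition means more luminescence from relief of DAX-1 repression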
NR1D1 modulator: Rev-erb alpha (human) modulation. activity, % at 10 µM. actives 0.79% (n = 370,000). P20393. Rev-erbα–FITC-DNA binding, fluorescence polarization, 90 min;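 active = activity above about 14%, limit read from the data; passing the limit was not always enough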;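 also: 0% = DMSO wells with 35 nM protein and 100% = DMSO wells with 750 nM protein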
hgDAF-12 ag: hgDAF-12 agonism, primary luciferase screen; AID 687014; HEK293 GAL4-hgDAF12 UAS-luciferase reporter, agonist luminescence; normalized to butyrate control; activation, % at 6.8 µM; actives 1.8% (n = 370,000);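 active = activation above a cutoff set at the mean of all screened compounds plus 3 SD, cut at about 10% in these data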;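 also: 0% = DMSO wells and 100% = sodium butyrate wells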
Active calls of the source: *; . = not tested or not shown.

SMILES	ssDAF12 agonist	PLC-beta3 inh	SMARCA2 activ	PLCg1 inh	MBD2 inh	hcDAF-12 act	DAX1 inh-1	ADAM17 inh	DAX1 inh-2	NR1D1 modulator	hgDAF-12 ag
Cc1cccc(OCc2nc(-c3ccc(-n4cccc4)cc3)no2)c1	-1.1	4	0	2	-5	-0.8	0.7	5	0.1	2	-0.5
COc1ccc(NC(=S)Nc2ccccc2OC)c(OC)c1	-0.4	-2	-1	-2	2	0.5	0.0	-2	-0.5	-5	-3.3
O=[N+]([O-])c1cc2c(cc1/C=N/Nc1nc(N3CCCC3)nc(N3CCCC3)n1)OCO2	-0.4	2	-3	0	-6	-1.8	0.1	1	0.0	-3	-1.3
CCN(CC)S(=O)(=O)c1ccc(N2CCOCC2)c(NC(=O)c2cnccn2)c1	-0.4	1	1	-3	-2	0.7	-2.0	-5	0.7	0	0.9
Cc1coc2cc3oc(=O)c(Cc4ccccc4)c(C)c3cc12	0.4	-31	-1	-23	1	-0.2	0.6	-33	0.1	32*	-0.2
ClCC1CN(Cc2ccccc2Cl)CCO1 (stereo not drawn)	-1.3	-3	6	2	5	-0.8	2.9	-1	0.2	-4	-1.8
COc1ccc(-c2cc(-c3ccco3)[nH]c(=O)c2C#N)cc1OC	-1.6	-165	-3	-110	-5	-1.3	-0.7	-125	-0.6	-3	-2.7
CCc1cccc(CC)c1N(COC)C(=O)Cn1c(C(C)O)nc2ccccc21 (stereo not drawn)	-1.8	5	2	4	1	-2.5	-0.4	2	0.1	-6	0.6
NC(=O)c1cc([N+](=O)[O-])ccc1Nc1ccccc1	-1.2	-1	0	-3	-6	-1.1	-0.2	0	0.2	5	0.1
Cn1c(SCC(=O)NCc2ccco2)nnc1-c1ccccc1	-1.4	1	-1	-2	0	0.5	0.6	-1	-0.5	-1	-0.3
COc1ccc(C(=O)Nc2ccc(Cl)c(Cl)c2)c(OC)n1	0.2	2	0	-2	4	3.0	0.9	-1	2.3	0	8.3
CCOC(CC(=O)NNC(=O)c1c(-c2ccccc2Cl)noc1C)OCC	-1.0	-5	-2	-5	-2	-0.3	1.2	-1	0.9	5	-0.7
N#CCCCc1cc2cc(F)ccc2cn1	-1.2	1	1	0	0	0.5	0.6	-3	0.1	-2	1.1
CSCCC(NC(=O)COc1ccccc1)C(=O)N1CCOCC1 (stereo not drawn)	-1.2	-1	1	-3	6	1.0	1.3	-4	0.7	5	1.0
Cc1[nH]c(=O)c(C(=O)/C=C/c2ccccc2)c2c1CCCC2	-1.7	-20	-5	-10	2	-2.3	-3.7	-2	-3.9	-3	-4.9
CS(=O)(=O)N(CC(=O)N1CCC(C(N)=O)CC1)c1ccc(Cl)c(C(F)(F)F)c1	-1.3	-1	0	0	3	-2.5	0.7	-4	-0.2	3	-2.9
CCCN1C(=O)c2cccc3c(N4CCCCC4)ccc(c23)C1=O	-0.6	-217	-4	-181	3	-1.9	-0.8	-78	0.4	96*	1.3
COc1cc(CNn2c(C)n[nH]c2=S)cc(Cl)c1OCc1ccc(F)cc1	-2.1	3	-1	4	0	1.0	-0.5	4	0.0	3	0.0
Cc1cccc(C)c1NC(=O)C1CCCN(CCCc2ccccc2)C1 (stereo not drawn)	-1.3	3	-1	-1	2	0.0	0.6	-1	-0.2	8	-1.0
O=C(O)CSc1nnc(Cc2ccccc2)n1Cc1ccccc1	-1.1	0	-4	0	-5	-0.7	1.0	2	-0.3	0	0.2
O=C(NCCCN1CCCC1=O)c1cccnc1	-1.6	-1	-2	-1	2	-1.9	-0.5	-6	0.1	-1	0.3
CC1CC(=O)Nc2ccccc2N1C(=O)Cn1cnc2ccccc2c1=O (stereo not drawn)	-1.6	-4	-3	7	-4	1.0	0.4	7	0.9	0	3.6
CC[C@]12c3[nH]c4ccc(Cl)cc4c3CCN1C(=O)[C@@H](CC(=O)NCC13CC4CC(CC(C4)C1)C3)C[C@@H]2C(=O)N1CCN(C(=O)c2ccco2)CC1	-1.1	-1	-4	3	8	-1.3	-1.4	5	-1.4	5	-2.2
Cc1ccc(NC(=O)c2cc(S(=O)(=O)N3CCC4(CC3)OCCO4)ccc2F)cc1	-0.8	2	-4	3	-7	0.7	0.2	1	-0.7	-3	-3.5
Cn1c(=O)cc(OCCCC(=O)Nc2cccnc2)c2ccccc21	-0.5	5	-2	1	2	-1.1	1.8	-3	-0.3	-2	0.8

Further compounds follow.
SMILES	ssDAF12 agonist	PLC-beta3 inh	SMARCA2 activ	PLCg1 inh	MBD2 inh	hcDAF-12 act	DAX1 inh-1	ADAM17 inh	DAX1 inh-2	NR1D1 modulator	hgDAF-12 ag
O=C(O)CNC(=O)c1ccc(Oc2c(F)c(F)c(Oc3ccc(C(=O)NCC(=O)O)cc3)c(F)c2F)cc1	-0.7	-4	-2	0	0	0.0	1.1	-1	-0.1	-4	-0.6
Cc1nn(-c2ccccc2)c2sc(C(=O)NC3CC3)cc12	-1.0	1	3	-1	0	-0.1	3.2	-5	0.5	-2	1.3
CC1CCCN(S(=O)(=O)c2ccc(NC(=O)Cc3ccc(S(=O)(=O)N4CCOCC4)s3)cc2)C1 (stereo not drawn)	-1.1	-1	-4	0	3	-2.0	-1.5	3	-3.1	2	-4.5
Cc1cc(N2CCC(C(=O)Nc3ccc(F)cc3)CC2)nc(-c2ccccc2)n1	-0.9	3	-3	1	9	0.2	-1.4	1	-0.8	-1	0.4
COCCCNC(=O)c1ccccc1SC	-1.2	-2	-1	-1	4	4.9	-0.5	-4	0.5	-3	-0.6
COCCC(=O)N1CCC(Oc2ccc(C(=O)N(C)Cc3cc(C)no3)cc2)CC1	-1.2	-5	-1	1	1	-0.7	-0.1	-4	-0.6	-2	1.7
COc1ccc(CCNC(=S)Nc2ccccc2)cc1	-1.6	-8	-5	4	11	-1.0	0.2	-3	0.0	3	2.9
CC(=O)NC(Cc1ccccc1)C(=O)OCC(=O)c1ccccc1 (stereo not drawn)	-1.4	-4	0	-1	1	-1.4	0.4	-3	0.1	-4	-2.6
CC1Cc2ccccc2N1S(=O)(=O)c1cccc(C(=O)c2nccn2C)c1 (stereo not drawn)	-1.7	3	8.6*	-1	2	-1.9	-1.2	-1	-0.2	-2	0.0
O=S(=O)(c1ccccc1)N1CCC2(CC1)OCCN2S(=O)(=O)c1cccs1	-0.8	-9	-2	-1	2	-0.9	0.3	3	-2.0	6	-0.8
Clc1cccc2sc(-c3nnc(-c4ccccc4)o3)c(Cl)c12	0.1	-1	2	0	0	0.3	-0.4	-6	-0.5	38*	-0.1
COC(=O)c1ccc(CN2CCC(Oc3cccc(C(=O)N4CCCC4)c3)CC2)cc1	-0.6	-4	-4	1	-3	-1.4	-1.3	-2	-2.8	-2	-2.9
Cc1nc(N)[nH]c(=O)c1CCCNS(=O)(=O)c1ccc([N+](=O)[O-])cc1	-0.2	1	2	2	-1	-0.9	0.1	-2	-0.7	-7	-4.2
Cc1ccc(C)c(N2CCN(C(=O)CCCN3C(=S)NC(C)(C)CC3C)CC2)c1 (stereo not drawn)	-2.1	2	-4	1	2	-4.3	-2.2	-1	-1.9	-4	-0.5
CC1CCCCN1c1nc(-c2ccncc2)nc2ccccc12 (stereo not drawn)	-1.2	-48	-4	-41	4	-3.1	0.0	2	-1.6	6	-2.4
Cn1c(COc2ccccc2)nnc1SCC(=O)Nc1ccc(N2CCOCC2)c(Cl)c1	-1.8	-3	-1	1	4	1.0	-0.6	-3	-0.4	6	0.1
CCCOC(=O)/C(=C\C=C\c1ccccc1)NC(=O)c1ccccc1	-1.0	-2	0	-2	-7	-0.5	0.8	-2	-0.8	0	2.2
Cc1ccc(S(=O)(=O)N/N=C\c2ccc3c(c2)OCO3)cc1	-1.2	0	4	2	2	-1.0	1.1	1	-0.3	2	3.6
O=C(CN1CCN(CC(=O)Nc2ccccc2Cc2ccccc2)CC1)Nc1ccccc1Cl	-1.1	-3	1	4	-1	0.2	1.0	-1	0.8	-3	-0.5
COCCCN(Cc1ccco1)C(=O)Cn1ncc2c(=O)oc3ccc(C)cc3c21	-1.9	-5	0	2	3	-0.4	3.4	-2	0.4	-2	0.9
O=C(NCc1cccnc1)C(=O)NCC1OCCN1S(=O)(=O)c1ccccc1 (stereo not drawn)	-1.2	-2	0	0	1	0.8	-0.4	1	0.1	9	1.6
COc1cc2c(cc1OC)CN(Cc1cccs1)CC2	-1.2	-166	0	-130	4	0.4	2.5	-23	0.5	-1	0.1
COc1ccc(NC(=O)CNC(c2ccccc2)c2ccccc2)cc1Cl	-1.0	-36	-2	1	0	-2.2	-0.8	6	-0.1	8	-0.2
O=c1[nH]cnc2c1ncn2C1CCC(CO)O1 (stereo not drawn)	-1.1	4	2	6	-2	-1.4	.	-1	1.2	-2	-1.6
CCN(CC)S(=O)(=O)c1ccc(O)c(C(=O)OCC(=O)Nc2cc(C)c(C)cc2[N+](=O)[O-])c1	-1.6	-3	7	2	-3	-1.2	0.7	1	-1.3	-1	5.8

Reprinted from the part before: 2 compounds; new compounds follow.
SMILES	ssDAF12 agonist	PLC-beta3 inh	SMARCA2 activ	PLCg1 inh	MBD2 inh	hcDAF-12 act	DAX1 inh-1	ADAM17 inh	DAX1 inh-2	NR1D1 modulator	hgDAF-12 ag
O=c1[nH]cnc2c1ncn2C1CCC(CO)O1 (stereo not drawn)	-1.1	4	2	6	-2	-1.4	.	-1	1.2	-2	-1.6
CCN(CC)S(=O)(=O)c1ccc(O)c(C(=O)OCC(=O)Nc2cc(C)c(C)cc2[N+](=O)[O-])c1	-1.6	-3	7	2	-3	-1.2	0.7	1	-1.3	-1	5.8
Cc1ccc2c(c1)N(CC(=O)NC(C)CCc1ccccc1)C(=O)c1cccnc1O2 (stereo not drawn)	-1.5	5	1	-3	1	-1.6	0.5	1	-1.4	-3	-0.3
COc1ccc(N2C(=O)/C(=C/c3ccc([N+](=O)[O-])cc3)C=C2c2ccccc2)cc1	1.2*	-1	1	0	1	-1.6	1.3	-3	0.6	-5	0.3
CCCCC1OC(CCc2ccccc2)CC2=C1C(=O)OC(C)(C)O2 (stereo not drawn)	-1.2	0	-4	0	-2	0.6	.	-1	-0.2	-2	-1.2
CCOCC(=O)Nc1c(C(=O)Nc2ccc(OC)cc2OC)oc2ccccc12	-1.7	-2	0	-1	-5	-2.5	-0.6	-3	0.8	7	-0.7
COc1ccc(C(CCN2CCOCC2)c2c(OC)cc(OC)c3ccc(=O)oc23)cc1 (stereo not drawn)	-1.3	-430	-4	-326	3	-1.3	-0.4	-17	-2.0	-1	-1.9
Cc1ccccc1OCC(=O)OCC(=O)N1CCCc2ccccc21	-1.2	1	-2	-1	-6	0.4	-0.9	0	0.3	-1	2.6
CC1(C(=O)NS(=O)(=O)c2ccc(Cl)cc2)CCN1C(=O)c1ccc(C2CCCCC2)cc1 (stereo not drawn)	-0.6	-2	2	2	4	-0.8	.	2	-0.2	5	3.0
CC(=O)N(c1ccccc1Cl)S(=O)(=O)c1ccc(Cl)cc1	-1.8	1	-2	-3	2	-2.5	0.8	-1	0.4	6	0.0
O=C(CNC(=O)c1ccccc1)NCC(c1ccco1)N1CCCC1 (stereo not drawn)	-1.6	-7	-2	3	-1	1.5	1.4	-4	-0.7	-2	2.7
Nc1cc(S(=O)(=O)O)cc2ccc(S(=O)(=O)O)cc12	-0.7	-183	-7	-137	-5	-1.9	1.5	-45	-1.0	0	-0.4
CC1(C)CC(NC(=O)CC2CCCCC2)CC(C)(C)N1	-0.7	0	-3	1	-3	-1.7	3.0	-2	0.4	-1	0.1
